Assay outcomes as filed in PubChem BioAssay.
Bcl-B displacement: displacers of TR3 peptide from Bcl-B, primary screen, selectivity assay for Bfl-1 inhibitor project, biochemical, fluorescence polarization; displacement, % at 20 µM; hits with a dose series show IC50 in µM; AID 748; 96,000 compounds, 0.11% hits; FP displacement of FITC-TR3 peptide from Bcl-B; higher % means a stronger effect;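 active = displacement above 50% at 20 µM plus a fluorescence interference ratio under 1.5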;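 note: plate controls were wells without compound for no effect and wells lacking Bcl-B protein for full effect; a part of the inactive calls stands beside numbers as strong as those of hits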
NFkB transloc pot: enhances IL-1B driven NFkB nuclear translocation | HUVEC IL-1B NFkB p65 nuclear translocation imaging | activation, % at 2 µM | 94,000 compounds, 0.3% hits | AID 819;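 active = activation above 40%, about the mean plus 3 SD, also judged a hit on visual image review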;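 note: percent activation is computed from the nuclear over cytoplasmic p65 intensity ratio; values of inactives mirror those of a sister screen read the other way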
NFkB transloc inh: blocks IL-1B driven NFkB nuclear translocation in HUVEC cells; 94,000 compounds, 0.43% hits; AID 796; HUVEC IL-1B NFkB p65 nuclear translocation imaging; inhibition, % at 2 µM;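 active = inhibition above about 30% together with a positive call from visual inspection of the well image, limit read from the data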;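 note: nuclear over cytoplasmic p65 intensity ratio measured by imaging; 0% = IL-1B stimulated DMSO wells and 100% = unstimulated DMSO wells; values of inactives mirror those of a sister screen read the other way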
PLAP inhibitors HTS: PLAP enzyme inhibitors, biochemical, luminescence, HTS (AID 690); purified PLAP, luminescent substrate; higher % means a stronger effect; inhibition, % at 20 µM, or IC50 in µM where a hit was titrated; 96,000 compounds, 0.08% hits; in the data active = a potency from the dose series; inactive = the rest, 99 in 100 with inhibition below about 30%; note: strong numbers were not always called active
MRP reversal: reverses drug resistance mediated by MRP; H69AR cells + 2 uM doxorubicin, CellTiter-Glo, 72 h; differential viability (reversal), % at 10 µM; 85,000 compounds, 0.04% hits; AID 602;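 active = viability drop by adding the cancer drug above about 55%, with treated viability meeting a 40% cutoff, limit read from the data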;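 note: viability without doxorubicin minus viability with 2 µM doxorubicin for each compound; larger differential means the compound sensitizes cells more to doxorubicin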
MRP reversal cytotoxicity: further read-out of MRP reversal, marked with its call; viability, %; H69AR cells, CellTiter-Glo, 72 h; measured here: cytotoxicity without doxorubicin
MRP reversal with doxorubicin: recorded beside MRP reversal, whose call it bears; viability, %; measured here: viability with 2 uM doxorubicin; hits give low values
NFkB transloc inh cell count 2 µM: recorded beside NFkB transloc inh, whose call it bears; cell count; measured here: cells passing quality filter;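 raw number of nuclei counted in each imaged well without normalization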
NFkB transloc pot cell count 2 µM: recorded beside NFkB transloc pot, whose call it bears; cell count; measured here: cells passing quality filter
Active calls of the source: *; nt = not tested or not shown; & = joins results of further samples; ! = a repeat was not active. These rows are one share of the data; count on the stated rates, not on these rows.

SMILES	Bcl-B displacement	NFkB transloc pot	NFkB transloc pot cell count 2 µM	NFkB transloc inh	NFkB transloc inh cell count 2 µM	PLAP inhibitors HTS	MRP reversal	MRP reversal cytotoxicity	MRP reversal with doxorubicin
c1ccc(-c2csc3nnc(SCc4ccc5c(c4)OCCO5)n23)cc1	nt	-6	165	6	165	nt	nt	nt	nt
COc1cc(C)c(S(=O)(=O)Nc2ccc(CC(=O)O)cc2)cc1C	nt	9	119	-9	119	nt	nt	nt	nt
CC(=O)N1CCc2cc(S(=O)(=O)NC(CC(C)C)C(=O)N3CCn4c3nc3ccccc34)ccc21 (configuration not stated)	2%	17	164	-17	164	-38%	2	94	92
Cc1ccc(OCC(=O)NCc2cccs2)cc1	-4%	26	151	-26	151	4%	nt	nt	nt
C=CCN(CCNP(=O)(OCC)OCC)CP(=O)(OCC)OCC	-7%	2	145	-2	145	-18%	-4	84	88
CCCCN(CC)C(=O)CN(C)S(=O)(=O)c1cccc2nsnc12	-1%	nt	nt	nt	nt	4%	2	91	89
Cc1ccc(CNC(=O)C2CCN(S(=O)(=O)c3cccs3)CC2)o1	nt	-4	120	4	120	nt	11	97	87
O=c1cc(CSc2nnc(COc3ccccc3Cl)o2)nc2sccn12	6%	37	105	-37	105	-46%	10	101	90
O=c1[nH][nH]c(-c2ccccc2)c1C=Nc1ccccc1	2%	2	118	-2	118	14%	nt	nt	nt
N#CCSc1ncnc2c1cnn2CCO	-11%	11	140	-10	140	-6%	nt	nt	nt
CCc1ccc(N2C(=O)c3ccc4c5c(ccc(c35)C2=O)CC4)cc1	-9%	7	187	-8	187	-5%	nt	nt	nt
CCn1c(C(=O)N2CCC(Cc3ccccc3)CC2)cc2sccc21	-3%	8	69	-8	69	-30%	11	100	89
CCn1c(C)[n+](CC(O)COCC2CC=CCC2)c2ccccc21 (configuration not stated)	6%	5	173	-5	173	7%	-4	96	101
COc1cccc(-c2cc(C(F)(F)F)n3ncc(S(=O)(=O)c4ccccc4)c3n2)c1	4%	-3	108	4	108	2%	nt	nt	nt
COc1ccc2oc(C)c(C(N)=O)c2c1	7%	8	140	-8	140	19%	7	94	86
CCOC(=O)C1=C(N)N2C(=O)C(C)SC2=C(C(=O)OC)C1c1ccccc1OC (configuration not stated)	-5%	14	99	-14	99	4%	20	99	79
COc1ccc(N2CCN(C(=O)CCNS(=O)(=O)c3cccs3)CC2)cc1	-6%	-5	111	5	111	7%	5	94	89
CCOC(=O)Cn1c(=O)c2c(nc3n2CCCCN3c2ccc(C)cc2)n(C)c1=O	-3%	-7	180	7	180	-16%	0	84	84
NNC(=O)Cn1c(SCc2ccccc2)nc2ccccc21	0%	9	193	-9	193	24%	-1	98	99
OCCCCNc1cccc2ccccc12	25%	-17	105	16	105	-52%	-14	74	89
CCn1c(CNc2ccc(Cl)cc2)nnc1SCc1ccc(C)cc1	nt	5	125	-5	125	nt	2	104	102
O=C(O)Cn1cc2c(n1)CCCC2	-18%	7	152	-7	152	18%	-3	91	94
Cc1ccc(NC(=O)C2CCCN2C(=O)Oc2ccccc2)cc1C (configuration not stated)	0%	1	158	-1	158	-21%	1	95	94
CCOC(=O)CSc1nnc(CNC(=O)c2cccs2)n1-c1cccc(C)c1	6%	12	210	-12	210	-20%	5	97	92
O=C(NCCNS(=O)(=O)c1ccc(Cl)cc1)c1cc(OCC(F)(F)F)ccc1OCC(F)(F)F	-4%	1	121	0	127	-14%	nt	nt	nt
CC(C)Sc1nc(N)nc(-c2cccs2)c1C#N	-3%	nt	nt	nt	nt	24%	nt	nt	nt
N#CCSc1ncccc1-c1nc2ccccc2[nH]1	nt	24	118	-24	118	nt	14	99	85
O=C1c2ccccc2C(=O)N1CSc1nnnn1-c1ccccc1	-2%	4	162	-4	162	17%	-25	53	79
Cn1cccc1Cc1nnc(SCC(=O)Nc2ccc3c(c2)OCCO3)n1CCc1ccccc1	-1%	-16	168	16	168	-50%	2	90	88
Cc1ccc(OC(=S)Nc2ccc(O)cc2)cc1	nt	18	130	-18	130	nt	-13	15	28
Cc1ccc(-n2nnnc2-c2cnn(-c3ccc(F)cc3)c2C(F)(F)F)cc1	nt	4	184	-4	184	nt	11	93	82
Cc1ccc2oc(=O)c3cnn(CC(=O)N(CCN(C)C)Cc4ccco4)c3c2c1	9%	-8	197	8	197	-43%	8	81	74
COc1ccc(NC(=O)CCn2nnc(-c3ccc(C)cc3)n2)cc1OC	nt	2	85	-2	85	nt	0	83	83
COc1ccc(NC(=O)C(c2ccc(OC)cc2)N(C)C(=O)CNC(C)=O)cc1 (configuration not stated)	10%	-1	139	1	139	-26%	5	98	93
Cc1nc2c(C(=O)NCCc3ccccc3)c[nH]n2c(=O)c1Cl	-6%	-12	191	12	191	-26%	4	103	99
CC(=O)NS(=O)(=O)c1ccc(NS(=O)(=O)c2ccc(F)cc2)cc1	1%	20	196	-20	196	8%	5	101	96
O=C(Nc1ccc(F)cc1)N1CCC(c2nc3c(nnn3Cc3cccc(Cl)c3)c(=O)[nH]2)CC1	10%	31	112	-31	112	-29%	nt	nt	nt
CCOC(=O)C(=CNc1ncccc1C)C(=O)OCC	-5%	-8	106	8	106	nt	nt	nt	nt
COCCCN1C(=O)c2ccc(C(=O)Nc3ccc(OC)cc3)cc2C1=O	4%	0	160	0	160	5%	-14	82	96
Cc1cccc(-n2nnnc2SCn2nnc3ccccc3c2=O)c1	-16%	32	132	-32	132	nt	8	99	91

Three entries out of the list above, ordered by the number in Bcl-B displacement, falling.
SMILES	Bcl-B displacement	NFkB transloc pot	NFkB transloc pot cell count 2 µM	PLAP inhibitors HTS
COc1ccc(NC(=O)C(c2ccc(OC)cc2)N(C)C(=O)CNC(C)=O)cc1 (configuration not stated)	10%	-1	139	-26%
O=c1cc(CSc2nnc(COc3ccccc3Cl)o2)nc2sccn12	6%	37	105	-46%
NNC(=O)Cn1c(SCc2ccccc2)nc2ccccc21	0%	9	193	24%

The list continues.
SMILES	Bcl-B displacement	NFkB transloc pot	NFkB transloc pot cell count 2 µM	NFkB transloc inh	NFkB transloc inh cell count 2 µM	PLAP inhibitors HTS	MRP reversal	MRP reversal cytotoxicity	MRP reversal with doxorubicin
Cc1cccc(N(CC(=O)N=Nc2c(O)[nH]c3ccccc23)S(C)(=O)=O)c1C	11%	7	77	-7	77	-91%	2	95	93
O=C(NCCc1ccc(Cl)cc1)C1CC(=O)N(C2CCCCC2)C1 (configuration not stated)	nt	1	185	-1	185	nt	15	106	91
O=C(CSCc1ccccc1Cl)Nc1ccc2c(c1)OCCO2	0%	8	157	-8	157	31%	nt	nt	nt
O=C(NC1CC1)C1CCN(c2ncnc3c2sc2cccc(F)c23)CC1	-1%	-8	165	8	165	-66%	nt	nt	nt
COC(=O)CC1C(=O)NCCN1C(=O)Nc1ccc(Cl)cc1 (configuration not stated)	-2%	34	79	-34	79	-2%	0	93	93
CCOc1cc(CNCCO)cc(Br)c1OCc1ccc(Cl)cc1	-4%	4	169	-4	169	-14%	nt	nt	nt
COCCNC(=O)C1CC(c2ccccc2[N+](=O)[O-])=NO1 (configuration not stated)	2%	8	168	-8	168	3%	nt	nt	nt
Cc1ccc(-n2nc(-c3ccc(N)cc3)cc2N)cc1	-4%	nt	nt	nt	nt	-6%	-5	81	86
C(=N\Nc1ccc(-n2ccnc2)nn1)/c1ccccc1	-5%	-24	150	24	150	-16%	nt	nt	nt
Cc1ccc(Br)cc1S(=O)(=O)N1CCN(c2ccccc2)CC1	-3%	15	165	-15	165	-16%	nt	nt	nt
Cn1c(C(=O)N2CCCC2)cc2c(=O)n(C)c3ccccc3c21	5%	3	193	-2	193	11%	-4	80	85
Cc1ccc(NCc2nnc(SCC(=O)Nc3cccc(O)c3)n2CC2CCCO2)c(C)c1 (configuration not stated)	-3%	nt	nt	nt	nt	-78%	-13	76	89
O=C(CNC(=O)c1ccccc1)NCC(=O)OCc1ccc(Cl)cc1	-3%	2	144	-2	144	9%	nt	nt	nt
COc1ccc(OC)c(N(CC(=O)N2CCC(C)CC2)S(=O)(=O)c2ccccc2)c1	-7%	-1	162	1	162	-28%	-8	77	85
COc1ccc2nc(C)cc(SCC(=O)O)c2c1	5%&5%	-1&-41	70&188	40*!	188*!	-10%&-5%	-5&-2	102&90	108&92
CCOC(=O)c1[nH]c(C)c(C(=O)OCC(=O)N2c3ccccc3CC2C)c1C (configuration not stated)	-12%	0	118	0	118	1%	2	87	85

Reprinted from the results shown for reference:
SMILES	Bcl-B displacement	NFkB transloc pot	NFkB transloc pot cell count 2 µM	NFkB transloc inh	NFkB transloc inh cell count 2 µM	PLAP inhibitors HTS	MRP reversal	MRP reversal cytotoxicity	MRP reversal with doxorubicin
O=C(NCCc1ccc(Cl)cc1)C1CC(=O)N(C2CCCCC2)C1 (configuration not stated)	nt	1	185	-1	185	nt	15	106	91
O=C(CSCc1ccccc1Cl)Nc1ccc2c(c1)OCCO2	0%	8	157	-8	157	31%	nt	nt	nt
O=C(NC1CC1)C1CCN(c2ncnc3c2sc2cccc(F)c23)CC1	-1%	-8	165	8	165	-66%	nt	nt	nt
COC(=O)CC1C(=O)NCCN1C(=O)Nc1ccc(Cl)cc1 (configuration not stated)	-2%	34	79	-34	79	-2%	0	93	93
CCOc1cc(CNCCO)cc(Br)c1OCc1ccc(Cl)cc1	-4%	4	169	-4	169	-14%	nt	nt	nt
COCCNC(=O)C1CC(c2ccccc2[N+](=O)[O-])=NO1 (configuration not stated)	2%	8	168	-8	168	3%	nt	nt	nt
Cc1ccc(-n2nc(-c3ccc(N)cc3)cc2N)cc1	-4%	nt	nt	nt	nt	-6%	-5	81	86
C(=N\Nc1ccc(-n2ccnc2)nn1)/c1ccccc1	-5%	-24	150	24	150	-16%	nt	nt	nt
Cc1ccc(Br)cc1S(=O)(=O)N1CCN(c2ccccc2)CC1	-3%	15	165	-15	165	-16%	nt	nt	nt
Cn1c(C(=O)N2CCCC2)cc2c(=O)n(C)c3ccccc3c21	5%	3	193	-2	193	11%	-4	80	85
Cc1ccc(NCc2nnc(SCC(=O)Nc3cccc(O)c3)n2CC2CCCO2)c(C)c1 (configuration not stated)	-3%	nt	nt	nt	nt	-78%	-13	76	89
O=C(CNC(=O)c1ccccc1)NCC(=O)OCc1ccc(Cl)cc1	-3%	2	144	-2	144	9%	nt	nt	nt
COc1ccc(OC)c(N(CC(=O)N2CCC(C)CC2)S(=O)(=O)c2ccccc2)c1	-7%	-1	162	1	162	-28%	-8	77	85
COc1ccc2nc(C)cc(SCC(=O)O)c2c1	5%&5%	-1&-41	70&188	40*!	188*!	-10%&-5%	-5&-2	102&90	108&92
CCOC(=O)c1[nH]c(C)c(C(=O)OCC(=O)N2c3ccccc3CC2C)c1C (configuration not stated)	-12%	0	118	0	118	1%	2	87	85
